# Screening results: PubChem, several laboratories
# eIF4E 4G PPI: eIF4E/eIF4G interaction inhibition in translation initiation | P63073+Q04637 | TR-FRET eIF4E-eIF4GI(517-606) binding, 2 h | inhibition, % at 21.7 µM | AID 782 | hit rate 0.37% among 220,000;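 note: 0% = full FRET control wells and 100% = background wells lacking eIF4GI fragment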
# Rad51 HR inh: blocks human Rad51 in homologous recombination. hRad51 DNA strand exchange, fluorescence dequenching. AID 1385. inhibition, % at 10 µM. hit rate 0.085% among 200,000. Q06609;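 active = inhibition above 40% at the single screening dose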;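 note: 0% = DMSO control wells and 100% = blanks with heterologous ssDNA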
#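 Test system – preformed human Rad51 ssDNA filaments · Reagent – Donor/quencher-labelled 47-bp dsDNA substrate · Incubation – 37 °C 15-min filament assembly, 30-min compound preincubation, 15-min exchange · Signal – FRET fluorescence dequenching, excitation 485 nm, emission 520 nm · Read-out – percent inhibition from fluorescence, normalised to plate control and blank means · Benchmarks – plate control and blank wells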
# 14-3-3 Bad PPI: disrupts binding of bovine 14-3-3 zeta to phospho-Bad peptide. P63103. TR-FRET 14-3-3zeta/Dy647-pBad peptide displacement, 1 h. inhibition, % at 21.7 µM. hit rate 0.71% among 220,000. AID 781;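 active = inhibition above about 70%, limit read from the data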;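 note: 0% = full 14-3-3 plus peptide FRET controls and 100% = background without 14-3-3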
# hK5 inh: blocks human kallikrein 5 protease activity | AID 873 | recombinant hK5, fluorogenic AMC substrate cleavage | Q9Y337 | inhibition, % at 5 µM | hit rate 0.59% among 210,000;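 active = inhibition of 40% or more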;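 note: 0% = enzyme controls without compound and 100% = no-enzyme blanks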
# thrombin 1536: inhibitors of human thrombin. P00734. alpha-thrombin, Boc-VPR-AMC fluorogenic substrate cleavage. inhibition, % at 5 µM. hit rate 0.26% among 220,000. AID 1046;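 active = inhibition at or above 40%; inactive = inhibition below 40%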;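 note: 0% = enzyme with no compound and 100% = wells without enzyme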
#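 Test system: human alpha-thrombin protein / Dosing: one concentration per compound, 5 µM, with 0.2% DMSO / Medium: pH 7.5 Tris-saline with Tween 20 / Benchmarks: no-compound enzyme wells and no-enzyme blanks / Read-out basis: percent inhibition of thrombin substrate cleavage / Timing: reaction at room temperature / Measured by: fluorescence, ex 355 nm, em 460 nm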
# EBV gp42 block: inhibitors of Epstein-Barr virus glycoprotein 42 | Q1HVG2 | Fluorescence polarization binding assay, mP read-out | inhibition, % (tested at 21.74 µM) | hit rate 0.42% among 220,000; in the data active = inhibition above about 50%
# p47phox inh: p47phox (human) inhibition; P14598; p47phox/p22phox peptide binding, fluorescence polarization, 2 h; inhibition, % at 24.7 µM; hit rate 0.53% among 220,000;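 note: 0% = p47phox with labelled peptide and 100% = labelled peptide alone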
# Furin inh: inhibitors of human furin; P09958; purified furin, fluorogenic substrate cleavage; inhibition, % at 30 µM; hit rate 0.061% among 220,000; AID 463115; in the data active = inhibition above about 25%; note: inactives centre near -15
# KCC2 mod: modulators of human KCC2 chloride dependent transport. B-score of Tl+ flux slope (higher = more flux/activation; lower = inhibition) at 10 µM. KCC2 cells, thallium flux FluoZin-2 fluorescence. hit rate 2.2% among 190,000;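 active = thallium flux slope and its plate-corrected score both differing from the plate sample mean at a set confidence after two filtering rounds, in either direction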;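 note: slope of fluorescence scaled to starting intensity during 10 to 20 s after thallium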
# * = called active by the depositor; / = no result given; & = joins results of further samples; [ ] = another dose, or the depositor's remark.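 Rule for the calls, unless noted: active = inhibition above about 30% (limit read from the data); inactive = the rest.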
# Below each SMILES: Furin inh	EBV gp42 block	Rad51 HR inh	eIF4E 4G PPI	hK5 inh	14-3-3 Bad PPI	thrombin 1536	p47phox inh	KCC2 mod
CCOC(=O)C1=C(C)N(CC)C(=S)NC1c1ccccc1OC(F)F (centres undefined)
→ -17	-5	17	1	-10	-9	-2	-14	-0.64
c1coc(CN2CNc3nc4ccccc4n3C2)c1
→ -2	4	/	-3	-1	-8	-13	-1	-0.053
COCC(C)NS(=O)(=O)c1ccc(NC(=O)C(Cc2ccccc2)NC(N)=O)cc1 (centres undefined)
→ -31	-8	-5	-2	-5	0	-3	11	0.57
CCOCc1nnc(NC(C)=O)s1
→ -10[20 µM]	-22	-2	-12	-7	0	3	-10	1
CN(C)c1ccc2c(=O)[nH][nH]c(=O)c2c1
→ -24	-17	2	1	2	-16	0	-1	/
COc1ccc(OC)c(NC(=O)c2cccc(Cn3cc(Br)c([N+](=O)[O-])n3)c2)c1
→ -11	9	4	0[fluorescence artefact?]	-10	-10	-4	-4	-0.76
Cc1ccc(-n2[nH]c(C)c(CCC#N)c2=O)cc1
→ -13	-6	/	-1	-11	-2	-2	-7	0.091
O=C(NNC(=O)c1cccnc1SCc1cccc([N+](=O)[O-])c1)c1cccnc1
→ -13	3	3	4	-24	-11	-4	-6	0.96
COc1ccc(CCNC(=S)N(C)C)cc1OC
→ -37	-8	6	-1	7	-5	-1	-3	-0.59
C[C@H]1[C@H](C)CC[C@]2(C(=O)O)CC[C@]3(C)C(=CC[C@@H]4[C@@]5(C)C[C@@H](O)[C@H](O)C(C)(C)[C@@H]5CC[C@]43C)[C@H]12
→ -29	7	12	8	-4	5	6	23	-1.7
COc1cccc(/C=N/NC(=O)c2ccc3nc[nH]c3c2)c1O
→ -11	-9	/	4	-5	-9	-5	6	0.95
O=C(Nc1cccc(Cl)c1)c1ccc(NCC2CCCO2)c([N+](=O)[O-])c1 (centres undefined)
→ -17	-29	0	1[fluorescence artefact?]	-5	0	-4	-64	0.66
CCc1cc2cc3c(cc2nc1SCC(=O)Nc1cc(OC)c(OC)cc1C(=O)O)OCO3
→ -10	0	4	-4	2	-2	/	-17	-3.2
CCOc1ccc(-c2nnc3ccc(SCc4ccc(C(=O)OC)o4)nn23)cc1
→ -25	2	-6	1	3	-7	-2	-12	-1.5
O=C(NC1CCCCC1)N1CCC(n2c(=O)[nH]c3ccccc32)CC1
→ -5	-2	5	1	2	-1	1	2	0.4
O=C(O)C1CCCCC1C(=O)Nc1ccc(F)c(F)c1 (centres undefined)
→ -17	3	13	0	0	-16[fluorescence artefact?]	-8	-2	1.3
Cc1ccoc1C(=O)NCCNc1ccc(Cl)cc1[N+](=O)[O-]
→ 1	-3	-5	7[fluorescence artefact?]	-17	-13	-8	-9	-0.6
CC(/C=N/NC(=O)c1ccco1)=C\c1ccccc1
→ -9	1	-3	-2	-6	-8	-8	7	-0.2
Cc1ccc(C)n1-c1cc([N+](=O)[O-])ccc1-n1ccnc1
→ 2	-16	-21	4	1	-3	0	-8	-0.11
Cc1cc(NC(=O)CSc2nnc(Cn3c(=O)sc4ccccc43)n2-c2ccccc2C)no1
→ -24	-11	/	1[fluorescence artefact?]	-8	14	-2	-7	-1.1
CC(C)(C)c1ccc(C(=O)NCC(=O)OCC(=O)Nc2ccc3c(c2)OCCO3)cc1
→ -10	-17	5	-2	-16	-22	3	-12	0.75
CCOC(=O)CCCCC(=O)c1[nH]c(=O)[nH]c1CN1CCOCC1
→ -15	-10	6	6	3	5	-3	-8	0.53
O=C(CSc1nnc(-c2ccncc2)n1CCc1ccccc1)N1CCCC1
→ -27	-11	33	-9	1	1	-5	1	1.8
COC(=O)c1cccc(Cn2cc([N+](=O)[O-])cn2)c1
→ -23	9	-2	1	10	-14	3	3	-0.051
CCc1ccc(C(=O)c2ccccc2C(=O)O)s1
→ -4[20 µM]	-28	-3	5	0	7	-3	-2	/
Cc1ccc2nc(COc3ccc(Cl)cc3)cc(=O)n2c1
→ -10	-2	-11	2	-3	13	-5	3	-2
Cc1cc(C)cc(-n2ccnc2SCC(=O)Nc2ccc3c(c2)OCCO3)c1
→ -26[20 µM]	6	5	4	3	4	5	-9	-0.085
O=C(NCCCN1CCOCC1)c1cc(-c2ccc(F)cc2)on1
→ -24	14	/	-19	16	2	5	-6	0.61
CCOC(=O)N1CCN(C(=O)c2cccn3c(=O)c4cc(Cl)ccc4nc23)CC1
→ -23[20 µM]	-14	1	-4	-27	17	-5	-12	0.0044
CCn1c(NC(=O)c2ccc(COc3ccc(C)cc3[N+](=O)[O-])o2)nc2ccccc21
→ -2[20 µM]	0	-5	-15[fluorescence artefact?]	-23	13[fluorescence artefact?]	3	1	0.012

# Gathered by group, those above containing fluorine (3)
# Below each SMILES: Furin inh	EBV gp42 block	Rad51 HR inh	eIF4E 4G PPI	hK5 inh	14-3-3 Bad PPI	thrombin 1536	p47phox inh	KCC2 mod
CCOC(=O)C1=C(C)N(CC)C(=S)NC1c1ccccc1OC(F)F (centres undefined)
→ -17	-5	17	1	-10	-9	-2	-14	-0.64
O=C(O)C1CCCCC1C(=O)Nc1ccc(F)c(F)c1 (centres undefined)
→ -17	3	13	0	0	-16[fluorescence artefact?]	-8	-2	1.3
O=C(NCCCN1CCOCC1)c1cc(-c2ccc(F)cc2)on1
→ -24	14	/	-19	16	2	5	-6	0.61

# (more compounds)
# Below each SMILES: Furin inh	EBV gp42 block	Rad51 HR inh	eIF4E 4G PPI	hK5 inh	14-3-3 Bad PPI	thrombin 1536	p47phox inh	KCC2 mod
CCN(CC)CP(=O)(c1ccccc1)c1ccccc1
→ -12	-20	3	1	-8	0	0	-13	/
CCCOc1ccc(-c2nnc(-c3ccncc3)o2)cc1
→ -8	-13	3	-6	10	-1	-3	13	0.048
O=C(NCC1CC1)c1ccc2c3n(nc2c1)-c1ccccc1CO3
→ -25	-4	5	-5	1	-4	-5	-1	-1.8
O=S(=O)(Nc1cccnc1)c1cccc(C(F)(F)F)c1
→ -11[20 µM]	-19	-1	1	-9	4	-1	2	/
Cn1c(SC/C=C/c2ccccc2)nnc1-c1ccco1
→ 5[20 µM]	0	4	5[fluorescence artefact?]	-21	8[fluorescence artefact?]	0	-4	/
O=C1OCCC1Sc1nc2cc(Cl)ccc2n1Cc1ccccc1 (centres undefined)
→ -21[20 µM]	-13	2	4	2	8	-16	-8	2.5
Cc1ccc(CNC(=O)C23CN(Cc4ccccc4)CC2C(c2ccc([N+](=O)[O-])cc2)=NO3)o1 (centres undefined)
→ -7[20 µM]	-5	2	5	/	60	-3	-13	-2
Cc1cc(Cl)ccc1Oc1ncc(-c2ccc(Cl)cc2)cn1
→ -20[20 µM]	-2	15	-10	-13	5[fluorescence artefact?]	1	-5	-0.15
CCCCn1c(SCC(=O)OC)nc2c1c(=O)n(C)c(=O)n2C
→ 18[20 µM]	1	5	/	1	/	-1	-7	/
Cc1[nH]c2ccccc2c1SCC(=O)N1CCCCCC1
→ -7	-3	6	-1	-5	-3	0	-3	/
COc1ccccc1NC(=O)C1CCCN(S(=O)(=O)c2cnc[nH]2)C1 (centres undefined)
→ -12	6	-2	1	14	2[fluorescence artefact?]	11	-24	0.097
CS(=O)(=O)N1CCN(c2ccc(Cl)cc2[N+](=O)[O-])CC1
→ -24	-4	-5	9[fluorescence artefact?]	-16	15	-1	-11	-0.98
C=C(C)CSc1nc2c(c(=O)[nH]c(=O)n2C)n1Cc1ccccc1
→ -12	-18	-1	-11	0	2	-5	-5	0.5
CCOC(=O)c1c(NC(=O)/C=C/c2ccco2)sc(C)c1C
→ -28	-15	-2	3	-18	2	4	-12	/
O=C(Nc1cccc(C(=O)N2CCN(c3ccc(F)cc3)CC2)c1)c1ccccc1
→ -7	10	-23	0	-7	-3	2	1	-0.89
Cc1[nH]n(-c2ccccc2)c(=O)c1N=Nc1ccccc1C(=O)N1CCCCC1
→ -10	-19	31	1	3	-2	-5	-8	5.7*
CCNC(=S)N1C2CCC1CC(NC(=O)NC1CCCCC1)C2 (centres undefined)
→ -7[20 µM]	-2	-1	-3	-19	-4[fluorescence artefact?]	4	-2	/
O=C(c1cccs1)n1nc(-c2ccccc2)nc1NCc1ccc(F)cc1
→ -9[20 µM]	-3	4	8	3	3	3	-4	0.16
Cc1ccc(/C=c2\sc3n(c2=O)CN(c2ccc(Br)cc2)CN=3)o1
→ 9	-9	0	-1	-7	-15	10	-4	/
C[C@]12CCC(=O)C=C1CC[C@@H]1[C@@H]2[C@@H](O)C[C@@]2(C)[C@H]1CC[C@]2(O)C(=O)COC(=O)CCC(=O)O
→ -9&-14	-2&4	-2&-4	2&-1	-8&-7	3&-11	0	-9&0	-0.26&0.52
O=C1c2cccc(Sc3ccccc3)c2C(=O)c2c(Sc3ccccc3)cccc21
→ -6	-9	15	-1	-2	58	-3	-23	-0.48
CCC(CC)NC(=O)CSc1nnc(-c2ccc(OC)cc2)n1C(C)C
→ -1[20 µM]	-10	-8	1	-7	5	0	-11	/
CC(C)(C)C(=O)O/N=C(\N)c1ccc(Br)cc1
→ -27	-10	17	4	1	1	-2	-3	-0.91
CC(=O)Nc1ccc(S(=O)(=O)NNC(=O)COc2cc(C)ccc2C(C)C)cc1
→ -16[20 µM]	6	2	4	0	-8	-1	20	-0.11
CCOC(=O)c1ccc2nc(C)c(C)nc2c1
→ -28	-9	/	0	4	6	-3	-10	-0.021
Clc1cnc(N/N=C/c2cccs2)c(Cl)c1
→ -15[20 µM]	6	-10	1	2	5	2	-4	-0.37
O=C(O)C(Cc1ccccc1)NS(=O)(=O)c1ccc2c(c1)OCCO2 (centres undefined)
→ -23[20 µM]	-26	-2	2	-5	3	-4	-17	0.45
Cc1noc(C)c1CSc1ncnc2sc3c(c12)CCC(C)C3 (centres undefined)
→ -22	1	-40	5	-9	-6	2	-13	4.7
COc1ccc(/C=C/C(=O)c2cc(Cl)ccc2O)c(OC)c1
→ -7	-3	1	1	1	2	-1	-14	0.64
CC(=O)Nc1ccc(C(=O)NNC(=O)c2cc([N+](=O)[O-])cc([N+](=O)[O-])c2)cc1
→ -39	-1	-2	-2	2	-7	-8	-3	0.11
O=c1[nH]cc(O)c(=O)[nH]1
→ -19	-2	17	-2	1	-20	1	-4	-0.06
CC(=O)Nc1ccc(C(=O)CSc2cc(C)c3cccc(C)c3n2)cc1
→ -12	3	2	8	-13	-9	-6	-10	0.54
Oc1ccc(/C=N/n2cc(-c3ccccc3)[nH]c2=S)cc1
→ -39	-7	-2	-3	2	-6	/	7	0.14
Cc1sc2ncnc(OCC(=O)NC3CCS(=O)(=O)C3)c2c1C (centres undefined)
→ -6	-1	-7	-11	103*	0	29	9	0.18
OCc1cn(-c2ccccc2)nn1
→ -14	-9	-6	-1	-5	7	-10	-5	-0.15
O=C(COC(=O)C12CC3CC(CC(C3)C1)C2)Nc1ccc([N+](=O)[O-])cc1Cl
→ -11	13	1	11	-18	-13	-10	-7	1.4
CCOc1ccc(NC(=O)Cn2nnc(C(=O)NCc3ccco3)c2N)cc1
→ -12[20 µM]	-14	6	4	1	-13	-6	-13	0.12
CCC(=O)N1c2ccc(S(=O)(=O)CCC(=O)NC3CCCC3)cc2CC1C (centres undefined)
→ -25	6	/	1[fluorescence artefact?]	6	13[fluorescence artefact?]	1	-9	/
Cc1ccccc1S(=O)(=O)NC1=NCCCCC1
→ -18	-10	3	18[fluorescence artefact?]	-10	-2[fluorescence artefact?]	-4	-7	0.14
